SIAH1 antagonists: Siah-1 peptide-binding antagonists, primary screen, biochemical, fluorescence polarization, rhodamine-plectin, uHTS (AID 1817) | Siah-1 / rhodamine-plectin peptide fluorescence polarization; higher % means a stronger effect | displacement, % at 20 µM, or IC50 in µM where a hit was titrated | hit rate 0.02% among 290,000;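 active means displacement of at least 50% at 20 µM, with a fluorescence ratio check between 0.3 and a set limit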;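 further: plate controls were Siah plus tracer with DMSO for no effect and tracer alone without Siah for full effect; strong numbers were not always called active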
West Nile virus CPE: West Nile virus antiviral activity, cell-based, CPE readout (AID 1621) | one-dose CPE inhibition, % at 10 µM; IC50 in µM for titrated hits | West Nile virus-infected cells, CPE inhibition; higher % means a stronger effect | hit rate 0.02% among 290,000; in the data active means a potency from the dose series; inconclusive means CPE inhibition mostly from about 3.7% at the one dose, without a potency; inactive means the rest, 99 in 100 with CPE inhibition below about 2.2%; further: strong numbers were not always called active
Salmonella PhoP GFP: PhoP-dependent GFP reporter repression – Salmonella Typhimurium, primary screen (AID 1863). one-dose inhibition, % at 50 µM; IC50 in µM for titrated hits. S. Typhimurium PhoP-regulated promoter GFP reporter, 4 h; higher % means a stronger effect. hit rate 0.16% among 300,000;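 active means inhibition over 29.93%, a cutoff 3 SD above the screen mean, later confirmed by dose response; inconclusive means inhibition over 29.93% but no dose response follow-up; inactive means inhibition at most 29.93% or unconfirmed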;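 further: 0% = low Mg2+ inducing control and 100% = high Mg2+ repressing control; strong numbers were not always called active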
* hit, by the source's call; ? = inconclusive. The list is partial (hit frequency here may not be typical).

SIAH1 antagonists	West Nile virus CPE	SMILES	Salmonella PhoP GFP
-4%	-0.4%	Cc1cc(NCc2ccc(F)cc2)nc2cc(Cl)ccc12	5%
0%	-0.4%	Cc1cccc(NC(=O)c2ccc(S(=O)(=O)NCc3cccnc3)cc2)c1C	-5%
5%	-0.9%	COc1ccc2oc(=N)c(C(=O)Nc3cccc(C)c3C)cc2c1	-2%
8%	-0.5%	O=C(O)CN1C(=O)/C(=C2\SC(=S)N(C(Cc3ccccc3)C(=O)O)C2=O)c2ccccc21 (stereo not given)	17%
6%	-0.8%	CCCn1c(C(C)Nc2nc(-c3ccc(C)cc3)cs2)nc2cc(Cl)c(N3CCCCC3)cc21 (stereo not given)	-13%
2%	-0.9%	CSc1ccccc1OCc1cc(C(=O)N2CCC(Oc3cccnc3)CC2)no1	-1%
9%	-0.3%	O=C(COc1ccccc1)Nc1c2c(nn1-c1ccccc1)CS(=O)(=O)C2	-6%
-2%	-0.5%	Cc1cccc(NC(=O)c2cccc(C(=O)Nc3cccc(C)n3)c2)n1	9%
10%	-0.6%	O=S(=O)(NCCc1ccc(Cl)cc1)c1cccc2cccnc12	0%
4%	0.0%	COCCCNC(=O)c1cc(Nc2ccc(OC)cc2OC)nc2ccccc12	-6%
-4%	-0.5%	CCOc1ccc(CCNC(=O)COC(=O)c2c(C)nn(-c3ccccc3)c2C)cc1OCC	-7%
5%	-0.3%	Cc1cc(Cl)ccc1NC(=O)CN1CCCC1	5%
0%	-0.5%	O=C(c1cc(S(=O)(=O)N2CCCC2)c(Cl)cc1Cl)N1CCCC1	0%
-1%	1.1%	Cc1ccc(Sc2ncccc2[N+](=O)[O-])cc1	-3%
-1%	-0.2%	O=C(N=C1SC2CS(=O)(=O)CC2N1c1ccc(OC(F)(F)F)cc1)C1CC1 (stereo not given)	6%
-5%	0.0%	COc1ccccc1OCC(=O)Nc1ccc(S(=O)(=O)N2CCCC2)cc1	-5%
-2%	-2.1%	CC12CC3(C)CC(C)(C1)CC(C(=O)NCc1cccnc1)(C2)C3	-3%
-5%	-0.9%	COCCC(=O)N1CCC(Oc2ccc(C(=O)NCCSC)cc2)CC1	-3%
1%	-0.5%	CCOC(=O)c1cc(S(=O)(=O)NCCc2ccc(OC)c(OC)c2)cn1C	-4%
-3%	-0.8%	COc1ccc(CCNC(=O)CCCn2ncn3c(cc4occc43)c2=O)c(OC)c1	-4%
-2%	0.2%	CC(C)(C)NS(=O)(=O)c1cc2c3c(c1)CCN3C(=O)CC2	-7%
6%	-0.2%	COc1ccc(CN(C)C(=O)c2sccc2-c2ccccc2)c(OC)c1	-2%
0%	-0.9%	Cc1ccc(O)c(NC(=O)c2ccc3c(c2)C(=O)N(CC(C)C)C3=O)c1	4%
4%	-0.8%	COc1cccc(CSc2nnc(-c3ccncc3)n2N)c1	-6%
9%	-0.5%	CCc1ccc(NC(=O)Nc2ccon2)cc1	0%
1%	-1.1%	O=C(NC1CCCC1)c1cc(-c2ccc(Cl)cc2Cl)on1	-1%
14%	-1.2%	Cc1nnc(NC(=O)C23CC4CC(CC(C4)C2)C3)s1	-1%
-1%	-0.5%	COCCCC1CCN(C(=O)c2cc(COc3ccc(C)nc3)on2)CC1	2%
-3%	-0.3%	COc1cc(O)c(CCC(=O)c2ccc(OC)c(OC)c2)c(OC)c1	0%
4%	-0.7%	OCC1(CCc2ccccc2)CCCN(CCCc2ccccc2)C1 (stereo not given)	-7%
3%	0.7%	CCc1ccc(OC(C)C(=O)Nc2ccc(S(=O)(=O)Nc3cc(C)on3)cc2)cc1 (stereo not given)	1%
13%	-1.1%	Cc1ccc(SCC(=O)NCCc2ccc(F)cc2)cc1	-6%
6%	-0.9%	CN(C(=O)c1cc2ccccc2cc1O)C1CCCCC1	4%
4%	-0.8%	COc1ccccc1N1CCN(C(=O)CCNC(=O)Cn2ccc3ccccc3c2=O)CC1	7%
2%	-0.3%	Cc1cc(C)c(S(=O)(=O)Nc2ncccc2C)c(C)c1	2%
-2%	0.4%	Cc1ccc(NC(=O)CN(C)S(=O)(=O)c2ccc3c(c2)n(C)c(=O)c(=O)n3C)cc1	-5%
-2%	-0.7%	CC1(C)CC(NS(=O)(=O)c2ccc(Cl)cc2)CC(C)(C)N1	-3%
9%	-0.1%	COc1ccc(C23CC4CC(CC(C(=O)O)(C4)C2)C3)c(F)c1	9%
4%	-0.1%	CC(NS(=O)(=O)c1ccc(OCC(=O)NCc2ccncc2)cc1)c1ccccc1 (stereo not given)	-2%
-1%	-1.2%	COCC(=O)Nc1nc(-c2ccc(-c3ccccc3)cc2)cs1	6%

Next section, overlapping the part above by 7 compounds.
SIAH1 antagonists	West Nile virus CPE	SMILES	Salmonella PhoP GFP
4%	-0.8%	COc1ccccc1N1CCN(C(=O)CCNC(=O)Cn2ccc3ccccc3c2=O)CC1	7%
2%	-0.3%	Cc1cc(C)c(S(=O)(=O)Nc2ncccc2C)c(C)c1	2%
-2%	0.4%	Cc1ccc(NC(=O)CN(C)S(=O)(=O)c2ccc3c(c2)n(C)c(=O)c(=O)n3C)cc1	-5%
-2%	-0.7%	CC1(C)CC(NS(=O)(=O)c2ccc(Cl)cc2)CC(C)(C)N1	-3%
9%	-0.1%	COc1ccc(C23CC4CC(CC(C(=O)O)(C4)C2)C3)c(F)c1	9%
4%	-0.1%	CC(NS(=O)(=O)c1ccc(OCC(=O)NCc2ccncc2)cc1)c1ccccc1 (stereo not given)	-2%
-1%	-1.2%	COCC(=O)Nc1nc(-c2ccc(-c3ccccc3)cc2)cs1	6%
-1%	-0.2%	COc1ccc(C)cc1NC(=O)CNC(c1ccccc1)c1ccc(C)cc1 (stereo not given)	2%
6%	-0.7%	COc1ccc(S(=O)(=O)N2CCC(C(=O)NCC3CCCCC3)CC2)cc1	-1%
8%	-0.3%	Cc1ccc(S(=O)(=O)Nc2ccccc2C(=O)NCC2CCCO2)cc1 (stereo not given)	-3%
3%	-0.3%	CC1(c2ccccc2)NC(=O)N(CC(=O)Nc2ccccc2C(=O)NC2CC2)C1=O (stereo not given)	7%
6%	-0.4%	O=C(c1ccco1)N1CCN(C(=O)c2cnn(-c3cccc(F)c3)c2C2CCNCC2)CC1	-7%
1%	0.1%	Cc1noc(C)c1S(=O)(=O)N1CCCC(C(=O)NCc2ccccc2Cl)C1 (stereo not given)	5%
2%	0.2%	O=C(NCCN1CCCC1)C1CCC(=O)N(CCCN2CCOCC2)C1 (stereo not given)	-9%
-4%	-1.2%	CCOC(=O)N1CCN(C(=O)c2cc(COc3ccc(F)cc3F)on2)CC1	-1%
8%	-1.0%	Fc1ccc(OCCCCCn2ccnc2)cc1	-3%
9%	-0.1%	O=C(COc1ccccc1)NC1C(=O)N2C(C(=O)O)=C(Cl)CSC12 (stereo not given)	-1%
2%	-0.6%	COc1ccc(OC)c(NC(=O)N2CCc3ccccc3C2)c1	-2%
10%	-0.6%	COc1ccc(N2CCN(C(=O)c3ccc4c(c3)CCN4S(=O)(=O)c3ccccc3)CC2)cc1	-11%
2%	-0.5%	COc1ccc([N+](=O)[O-])c(OC)c1C(=O)NC(=O)Nc1c(F)c(F)c(F)c(F)c1F	-4%
-3%	0.5%	CC(C)CCN1C(=O)c2ccc(C(=O)Nc3cc(C(=O)O)cc(C(=O)O)c3)cc2C1=O	5%
-3%	-0.2%	COc1ccccc1CN1CC(C(=O)NCCN(C)CCc2ccccc2)CCC1=O (stereo not given)	-4%
3%	0.1%	CC1(C)CC(=O)C=C(NCC(O)c2ccccc2)C1 (stereo not given)	-5%
-3%	0.2%	CC(C)CC(OC(=O)c1ccco1)C(=O)NC1CCCC1 (stereo not given)	-4%
0%	0.4%	COc1ccc(NC(=O)CSc2nnc(NC(=O)C3CCC3)s2)cc1	-11%
0%	-1.1%	Cc1cc(C)c(C)c(S(=O)(=O)NCCCn2ccnc2)c1C	8%
4%	-0.6%	O=C(N/N=C\C1CC=CCC1)c1ccc(Br)o1 (stereo not given)	4%
13%	-0.8%	O=C(Nc1ccccc1O)c1ccc2c(c1)C(=O)N(Cc1ccco1)C2=O	-1%
1%	0.1%	O=C(CCC(=O)Nc1nnc(C2CCCCC2)s1)Nc1ccccc1	-1%
-1%	-0.2%	CN1CCN(C(=O)c2ccc(CNS(=O)(=O)c3cccc(Cl)c3)cc2)CC1	-2%
14%	-0.7%	Cc1cc(C(=O)Nc2cc(C(F)(F)F)ccc2N2CCOCC2)no1	-8%
6%	-0.2%	COC(=O)COc1coc(CN2CCN(c3cccc(Cl)c3)CC2)cc1=O	-1%
1%	-0.8%	COc1ccc(Cc2nnc(NC(=O)Nc3ccc(F)cc3)s2)cc1	-3%
2%	-0.7%	Cc1cnc(NC(=O)NCC2CCCC(CNC(=O)Nc3ncc(C)s3)C2)s1 (stereo not given)	14%
2%	1.4%	Cn1c(=O)[nH]c(=O)c2c1[nH]c(=S)n2Cc1ccc(Cl)cc1	3%
-7%	53%	CN1CCCC1CCNc1ccc2c(=O)c3ccccc3oc2c1 (stereo not given)	-12%
0%	0.1%	NC(=O)CC(NC(=O)c1ccccc1)c1ccc(N2CCC(N3CCCC3)CC2)c([N+](=O)[O-])c1 (stereo not given)	5%
7%	-1.9%	Cc1ccc(C(C)C)c(OCCn2ccnc2C)c1	-1%
-8%	-0.3%	O=C(CN1C(=O)c2cccnc2Oc2ccc(Cl)cc21)NCCCc1ccccc1	0%
0%	0.5%	NC(=O)COc1ccc(/C=N\NC(=O)CC(=O)NCCc2ccccc2)cc1	-6%
3%	-0.6%	Cc1cc(C)c(NC(=O)CSc2nnnn2-c2cccnc2)c(C)c1	-4%
9%	-1.7%	CCc1ccc(CN(C(=O)COc2c(C)cccc2C)C2CCS(=O)(=O)C2)cc1 (stereo not given)	2%
1%	0.5%	CCCCNC(=O)CNC(=O)c1nn(-c2ccc(OC)cc2OC)c(=O)c2ccccc12	-9%
2%	0.0%	COc1ccc(CN2CCNC(=O)C2CC(=O)NCc2cn[nH]c2-c2ccccc2)c(F)c1 (stereo not given)	-7%
0%	-0.1%	O=C(NNC(=O)C(O)c1ccccc1)NC1CCCCC1 (stereo not given)	-2%
-3%	0.4%	COc1ccc(C(C)=O)cc1Cn1c(=O)cc(C)[nH]c1=O	-2%
-1%	-1.8%	CCN(c1ccc(C)cc1C)S(=O)(=O)c1nnc(NC(=O)C(C)(C)C)s1	2%
-6%	-0.3%	Cc1ccc2c(c1)cc1c(=O)n(CC(=O)NCCCc3ccccc3)nc(C)n12	-4%
6%	0.0%	COc1ccccc1C(=O)NCC(=O)N/N=C(\C)Cc1ccccc1	-12%
3%	0.2%	COC(CNC(=O)c1ccc(CS(=O)(=O)c2c(Cl)cccc2Cl)o1)OC	-6%
1%	-0.8%	CCn1c(SC)nnc1C1CCCN(CC(=O)Nc2ccccc2N2CCOCC2)C1 (stereo not given)	2%
-6%	-0.3%	CCCn1c(C2CCCN2c2nc(-c3ccc(OC)cc3)cs2)nc2ccccc21 (stereo not given)	4%
2%	-0.8%	Cc1nnc2c(N3CCN(CCO)CC3)nc3ccccc3n12	5%
-3%	-0.4%	Cn1c(CCNC(=O)c2ccccc2F)nnc1SCC(=O)Nc1nncs1	-4%
-1%	2.2%	COc1ccccc1C(=O)NC(=S)Nc1ccccc1N1CCCCC1	0%
0%	-0.4%	O=C1CCC(C(=O)N2CCN(c3ccccc3Cl)CC2)CN1CC1CCCCC1 (stereo not given)	3%
0%	-0.6%	COc1ccc(C2SCC(=O)N2c2ccc(F)cc2)cc1 (stereo not given)	-1%
0%	1.1%	CC1Sc2ccc(S(=O)(=O)CCC(=O)NC3CCCCC3C)cc2NC1=O (stereo not given)	-4%
2%	-0.3%	CCn1cc(/C=C(\NC(=O)c2cc(OC)c(OC)c(OC)c2)C(=O)N2CCN(C)CC2)c2ccccc21	4%
-4%	-1.0%	CCOc1ccc(CN(C)C(C)C(=O)NCc2ccccc2)cc1 (stereo not given)	12%
14%	-0.9%	O=S(=O)(c1cccc(S(=O)(=O)N2CCCC2)c1)N1CCCCC1	-2%
-1%	-0.6%	Cc1ccc(C(C)C)c(OCCNCc2ccccc2)c1	2%
-2%	-0.3%	Cc1ccnc(NC(=O)CCCc2c[nH]c3ccccc23)c1	-3%
-11%	?	COc1cccc(/C=N/Nc2cc(N3CCOCC3)ncn2)c1O	14%
-3%	0.5%	Cc1cc(C(=O)N2CCc3ccccc3C2)n[nH]1	0%
3%	-0.7%	CCOc1ccccc1NC(=O)c1ccc(S(=O)(=O)N2CCCCC2)cc1	0%
-3%	0.5%	NC(=O)c1cc(NC(=O)CCc2nc3ccccc3s2)cc(C(N)=O)c1	4%
13%	-0.9%	CC(=O)N1CC(C)Sc2ccc(S(=O)(=O)NCCc3cccc(C)c3)cc21 (stereo not given)	6%
13%	-1.0%	O=Cc1c(Nc2ccccc2Cl)nc2ccccn2c1=O	3%

Given with two lines to a compound: entries from further up.
Order of values – SIAH1 antagonists | West Nile virus CPE | Salmonella PhoP GFP
> COc1cccc(/C=N/Nc2cc(N3CCOCC3)ncn2)c1O
  -11% | ? | 14%
> Cc1cc(C(=O)N2CCc3ccccc3C2)n[nH]1
  -3% | 0.5% | 0%
